Screens deposited in PubChem BioAssay by several laboratories.
Anthrax LF prot: blocks Bacillus anthracis lethal factor protease; P15917; multiplex microsphere protease cleavage assay, LF; inhibition, % at 10 µM; hit rate 0.12% among 360,000; AID 588501; also: plate controls were buffer without enzyme for full effect and enzyme alone for no effect
3CLpro inhibitor: SARS-CoV 3CLpro protease inhibition. P0C6X7. recombinant SARS-CoV 3CLpro, quenched FRET peptide cleavage. inhibition, % at 6 µM. hit rate 0.14% among 290,000; in the data active = inhibition above about 12%
PfHsp40 yeast: restores yeast growth despite PfHsp40 toxicity | hit rate 0.68% among 340,000 | S. cerevisiae expressing PfHsp40, growth rescue, ATP luminescence | growth rescue, % at 12.5 µM | AID 504582; in the data active = growth rescue above about 28%, passing the limit was not always enough; inconclusive = no clear call, values can overlap the other calls;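 also: yeast W303a lacking pdr1 and pdr3 grown in galactose medium; growth measured after three days at 30 °C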
BoNT-A LC inh2: blocks Botulinum neurotoxin A light chain protease. multiplex microsphere protease substrate cleavage, flow cytometry. inhibition, % at 10 µM. hit rate 0.17% among 360,000. AID 588499; also: plate controls were buffer without enzyme for full effect and enzyme alone for no effect
Y pestis TopoI: inhibitors of Yersinia pestis topoisomerase I; AID 504884; hit rate 0.064% among 360,000; Y. pestis Topo-I cleavage product accumulation, plate reader; activity, % at 10 µM; in the data active = activity above about 50%, passing the limit was not always enough; inconclusive = no clear call, values can overlap the other calls; also: inactives centre near 2
BH1578 lux ind: inducers of Vibrio cholerae quorum light production without autoinducers | V. cholerae BH1578 lux reporter, luminescence, 6 h | activation, % at 18.7 µM | hit rate 0.16% among 350,000 | AID 588436; in the data active = activation mostly above about 9.7%, no sharp cut-off; inconclusive = no clear call, values can overlap the other calls; inactive = mostly below about 3.7%; also: not every result past the cut was called active; inactives centre near 0; reference of the scale not given here
TcdB inh: inhibitors of Clostridioides difficile toxin B glycohydrolase | hit rate 0.24% among 350,000 | TcdB glycohydrolase enzymatic assay, plate reader | inhibition, % at 9.99 µM | AID 652162; in the data active = inhibition above about 10%
Target sequence (P18177 whole entry, looked up): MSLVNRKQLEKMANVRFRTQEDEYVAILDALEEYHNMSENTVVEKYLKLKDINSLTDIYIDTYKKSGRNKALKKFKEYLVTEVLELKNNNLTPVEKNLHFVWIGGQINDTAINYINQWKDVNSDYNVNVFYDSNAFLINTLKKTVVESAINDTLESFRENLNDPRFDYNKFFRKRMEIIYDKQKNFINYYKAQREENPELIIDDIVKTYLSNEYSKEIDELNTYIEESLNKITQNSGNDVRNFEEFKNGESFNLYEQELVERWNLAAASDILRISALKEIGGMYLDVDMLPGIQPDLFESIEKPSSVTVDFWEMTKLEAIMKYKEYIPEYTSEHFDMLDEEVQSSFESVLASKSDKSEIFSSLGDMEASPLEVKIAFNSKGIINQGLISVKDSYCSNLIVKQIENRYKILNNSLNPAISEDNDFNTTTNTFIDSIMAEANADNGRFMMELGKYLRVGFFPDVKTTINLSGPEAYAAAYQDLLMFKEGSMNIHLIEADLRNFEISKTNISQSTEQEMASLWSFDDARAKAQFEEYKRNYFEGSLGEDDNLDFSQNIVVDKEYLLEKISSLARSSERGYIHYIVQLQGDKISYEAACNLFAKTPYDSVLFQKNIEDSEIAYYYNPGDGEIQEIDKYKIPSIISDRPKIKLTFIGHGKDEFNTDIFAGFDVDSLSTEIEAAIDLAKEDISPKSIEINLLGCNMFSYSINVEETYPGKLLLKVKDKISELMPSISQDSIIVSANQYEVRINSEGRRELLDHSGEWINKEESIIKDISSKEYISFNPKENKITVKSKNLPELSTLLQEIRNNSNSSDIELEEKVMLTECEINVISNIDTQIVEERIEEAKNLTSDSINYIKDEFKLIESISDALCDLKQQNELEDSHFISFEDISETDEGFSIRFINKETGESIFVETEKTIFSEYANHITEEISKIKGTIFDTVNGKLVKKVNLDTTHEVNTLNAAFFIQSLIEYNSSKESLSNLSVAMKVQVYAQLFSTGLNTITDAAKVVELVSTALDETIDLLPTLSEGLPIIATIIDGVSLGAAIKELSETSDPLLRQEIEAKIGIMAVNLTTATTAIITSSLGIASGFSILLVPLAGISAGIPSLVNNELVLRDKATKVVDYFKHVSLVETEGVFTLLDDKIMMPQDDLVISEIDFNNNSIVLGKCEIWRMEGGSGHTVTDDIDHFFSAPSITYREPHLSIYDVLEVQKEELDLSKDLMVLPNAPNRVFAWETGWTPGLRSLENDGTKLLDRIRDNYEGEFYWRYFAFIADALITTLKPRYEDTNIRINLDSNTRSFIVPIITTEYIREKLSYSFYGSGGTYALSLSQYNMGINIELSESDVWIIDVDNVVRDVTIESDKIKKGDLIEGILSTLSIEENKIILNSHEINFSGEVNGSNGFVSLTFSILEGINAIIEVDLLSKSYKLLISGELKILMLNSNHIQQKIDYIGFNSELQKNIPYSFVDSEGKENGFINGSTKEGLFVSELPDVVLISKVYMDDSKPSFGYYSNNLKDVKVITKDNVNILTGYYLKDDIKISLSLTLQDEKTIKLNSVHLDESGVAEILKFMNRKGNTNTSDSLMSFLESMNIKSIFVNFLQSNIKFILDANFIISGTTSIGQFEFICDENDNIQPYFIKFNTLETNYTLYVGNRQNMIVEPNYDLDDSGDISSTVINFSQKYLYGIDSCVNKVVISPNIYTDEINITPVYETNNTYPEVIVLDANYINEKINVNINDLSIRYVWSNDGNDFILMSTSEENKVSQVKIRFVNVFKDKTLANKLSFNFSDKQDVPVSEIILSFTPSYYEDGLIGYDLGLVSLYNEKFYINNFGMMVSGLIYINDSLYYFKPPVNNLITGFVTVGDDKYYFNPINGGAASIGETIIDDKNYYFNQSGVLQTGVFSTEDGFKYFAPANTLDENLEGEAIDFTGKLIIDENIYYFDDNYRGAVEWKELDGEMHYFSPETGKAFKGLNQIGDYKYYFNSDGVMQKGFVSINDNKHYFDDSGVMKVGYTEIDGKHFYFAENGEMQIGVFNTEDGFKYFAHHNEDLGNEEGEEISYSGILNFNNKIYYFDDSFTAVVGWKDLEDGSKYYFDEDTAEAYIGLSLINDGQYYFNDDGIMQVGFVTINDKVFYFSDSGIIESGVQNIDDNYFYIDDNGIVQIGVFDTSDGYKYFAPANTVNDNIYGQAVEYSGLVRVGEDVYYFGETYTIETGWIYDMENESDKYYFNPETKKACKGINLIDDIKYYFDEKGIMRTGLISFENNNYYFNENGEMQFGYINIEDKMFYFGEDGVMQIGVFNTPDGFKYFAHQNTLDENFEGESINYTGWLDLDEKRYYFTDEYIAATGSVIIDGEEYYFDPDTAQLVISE
CCHFV vOTU inh: CCHFV vOTU protease inhibition; Pep-AMC fluorescence; inhibition, % at 11.5 µM; hit rate 0.55% among 370,000; AID 651958; in the data active = inhibition above about 30%; also: 0% = vehicle wells with enzyme and 100% = no enzyme wells
DUSP3 inh: DUSP3 (human) phosphatase inhibition | inhibition, % at 13.3 µM | P51452 | recombinant VHR phosphatase, pNPP absorbance | hit rate 0.52% among 290,000; in the data active = inhibition above about 50%; also: some compounds called inactive have numbers as strong as hits
PriA SSB inh: blocks PriA binding to SSB C-terminal tail | AlphaScreen SSBct-PriA binding, biotinylated peptide | inhibition, % at 33 µM | hit rate 0.6% among 430,000; in the data active = inhibition mostly above about 37%, no sharp cut-off; inactive = mostly below about 20%;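 also: plate controls were negative control peptide for no effect and reference peptide for full effect; strong numbers were not always called active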
Numbers without * were called inactive; i = inactive; ? = inconclusive; . = not tested or not shown; & = joins results of further samples. Rule as the data show it, unless noted: active = inhibition above about 30%; inconclusive = no clear call, values can overlap the other calls; inactive = below that.

SMILES	Anthrax LF prot	3CLpro inhibitor	PfHsp40 yeast	BoNT-A LC inh2	Y pestis TopoI	BH1578 lux ind	TcdB inh	CCHFV vOTU inh	DUSP3 inh	PriA SSB inh
Cc1cc(NC(=O)Cn2cc([N+](=O)[O-])cn2)n(Cc2ccc(F)cc2)n1	3	9	-0.8	-0.1	-14	-1.0	1.0	-7	21	9
N#Cc1cc2c(nc1SCC(=O)Nc1cc(Cl)cc(Cl)c1)C1CCN2CC1	-6	-2	1.9	3.9	0	-0.2	1.5	-9	25	-6
Cc1cccc(-n2nc([N+](=O)[O-])c(=NC3CCN(Cc4ccccc4)CC3)n2O)c1	3	2	1.0	0.3	-3	0.5	0.8	9	42	18
CC1COCC(C)N1C(=O)c1cccnc1 (stereo unspecified)	2	.	.	-0.4	-5	-0.2	1.5	6	.	.
CC(C)Cn1c(-c2ccco2)csc1=Nc1cccnc1	3	1	2.2	3.3	0	4.8	.	10	21	-16
O=C1c2ccccc2C(=O)C1Cc1cccc2ccccc12	0	-4	-0.6	1.3	-11	-0.2	0.0	-12	-8	-14
COc1cc(-n2nc(C)c3c2OC(N)=C(C#N)C3c2ccccc2)c(Cl)c(Br)c1O (stereo unspecified)	-2	-3	-1.2	1.1	-8	0.7	.	9	26	5
COc1ccc(NC(=O)CN(C)S(=O)(=O)c2ccccc2)cc1	-4	4	-0.2	0.2	7	-0.2	-2.8	4	35	-30
CCOc1ccc(-n2ccnc2SCC(=O)Nc2cc(C)on2)cc1	-5	1	-1.1	-0.6	7	-0.2	0.2	0	16	-10
CCCCn1c(/N=C/c2ccccc2NS(=O)(=O)c2ccc(C)cc2)nc2ccccc21	-10	-1	-1.3	0.2	-5	-0.1	.	-5	-2	.
CC(NC(=S)NC1CCCCC1)c1ccc(C(C)(C)C)cc1 (stereo unspecified)	-1	4	-1.2	0.4	-4	0.1	1.4	2	-9	-16
O=C(CSc1nnc(-c2ccccc2F)n1C1CC1)NC(=O)c1cccc([N+](=O)[O-])c1	-7	7	0.3	-0.6	2	-0.3	2.3	-11	18	-10
CCC(C)(C)NC(=O)C(c1ccc(OC)cc1)N(C(=O)CCC(=O)Nc1cc(C)on1)c1cccc(OC)c1 (stereo unspecified)	0	4	0.7	1.5	28	-0.3	-0.4	11	10	-1
Cc1ccccc1N(CC(=O)Nc1ccccc1C(=O)NCc1ccco1)S(=O)(=O)c1ccccc1	-1	3	3.5	-0.8	3	i	.	-7	7	-2
O=C(OCc1nnc(-c2ccccc2)o1)c1cc(Cl)ccc1[N+](=O)[O-]	-5	1	-0.4	-0.7	30	-0.5	-0.6	5	22	18
COc1ccc(CCN2CC(C(=O)Nc3cc(S(C)(=O)=O)ccc3Cl)CC2=O)cc1OC (stereo unspecified)	-2	.	-1.5	-2.6	7	-0.9	2.7	-5	.	2
CN(C)/C=C1\C(=O)N(c2ccc(F)cc2F)C(c2cccnc2)S1(=O)=O (stereo unspecified)	-6	0	1.0	0.8	-1	-0.4	-0.9	-4	0	-4
COc1ccccc1N=Nc1c(C)noc1C	-31	1	-1.2	?	-2	-0.1	-0.7	6	-9	15
Cc1ccccc1OCC(=O)NCCNC(=O)c1cccnc1	8	-6	3.4	2.0	-7	-0.3	1.4	-1	28	-6
CC(C)NC(=O)c1ccc(N(Cc2ccccc2)S(C)(=O)=O)cc1	8	0	-1.4	-5.5	6	-1.5	-0.2	-9	12	0
COC(=O)CNC(=O)c1ccccc1[N+](=O)[O-]	3	1	-1.6	3.2	-2	4.4	3.4	4	.	-3
CN1C(=O)[C@H]2[C@@H](/C=C/c3ccccc3)N3C(=O)CN(Cc4ccc(-c5ccccc5)cc4)C(=O)[C@@]3(C)[C@H]2C1=O	-5	.	1.1	0.0	13	-0.4	1.3	-4	.	19
CCN(CC)S(=O)(=O)c1cc(NC(=S)NC(=O)C2CCCC2)ccc1C	-1	.	-0.8	2.2	-8	i	-1.6	3	.	-11
Cc1occc1C(=O)Nc1ccc(S(N)(=O)=O)cc1	-8	-2	0.5	-0.4	0	i	0.7	10	14	-26
CC(OC(=O)Cc1c(F)cccc1Cl)C(=O)NC1CCCCC1C (stereo unspecified)	-3	.	-1.0	0.3	1	i	2.6	0	.	-10
COc1ccc(-c2csc(NC(=O)c3ccc(S(=O)(=O)N4CCc5ccccc5C4)cc3)n2)c(OC)c1	-3	-2	-0.7	-0.5	-3	-0.3	.	8	7	-11&-2
O=C(CN1CCN(c2ccccc2)CC1)c1ccc2cc[nH]c2c1	-8	-1	0.2	0.3	12	0.0	0.4	-7	2	9
CC1(C(=O)NS(=O)(=O)C2CC2)CCCN(C(=O)Cc2ccc(F)cc2)C1 (stereo unspecified)	0	.	.	0.2	6	i	0.3	-6	.	.
CC(C)Nc1nc(SCC(N)=O)nc(N2CCOCC2)n1	-6	5	-0.8	-0.7	-8	-2.2	.	-10	-5	-19
O=C(COc1ccccc1)OCc1cc2ccccc2[nH]c1=O	-3	8	-0.2	-0.9	28	i	.	11	-9	7
CCc1nn(CC(=O)NCCc2ccc(S(N)(=O)=O)cc2)c(=O)c2cc3sccc3n12	-1	0	-2.2	1.9	?	i	.	.	-27	6
Cc1cc(C)c2[nH]c(=O)c(CN(Cc3nnnn3C3CCCC3)C3CCCCC3)cc2c1	-6	-3	1.0	-0.4	3	i	.	.	8	-4
Cc1cccc(C)c1C(=O)N[C@@H](Cc1ccccc1)C(=O)O	-4	-5	10	-0.4	1	-5.9	1.1	6	10	-2
O=C(COC(=O)C1CC2CCCC(C1)C2=O)NC(=O)c1ccc(OC(F)F)cc1 (stereo unspecified)	-2	2	-0.7	-0.2	3	i	0.4	15	-2	5
O=C(Cc1ccc(F)cc1)NCCc1ccccc1	-9	-4	-1.2	1.3	-7	-1.6	-1.7	6	29	-5
C=CC[C@@H](CC(=O)N[C@@H](CO)Cc1ccccc1)C(=O)NCCOC(=O)[C@@H](CC=C)Cc1ccc(F)cc1	-2	.	2.8	0.1	10	i	0.8	10	.	2
O=C1NC(=O)N(c2cccc(Br)c2)C(=O)/C1=C/c1ccsc1	-2	10	-0.4	0.4	0	-1.3	-1.3	0	16	-2
CCOC(=O)CSc1ccc2nnc(CCNS(=O)(=O)c3ccc(C)cc3)n2n1	2	2	-0.1	0.2	7	i	.	5	-6	-8
Cc1ccc(C)c(S(=O)(=O)NCc2ccc(C(=O)NCc3ccccn3)cc2)c1	-2	6	0.0	0.2	-1	-3.0	.	14	13	10
O=C(c1c(F)cccc1Cl)N(Cc1ccco1)C1CCS(=O)(=O)C1 (stereo unspecified)	0	.	.	-0.5	7	-0.5	-0.9	5	.	.

Overlap with the part before: four compounds, followed by the next part.
SMILES	Anthrax LF prot	3CLpro inhibitor	PfHsp40 yeast	BoNT-A LC inh2	Y pestis TopoI	BH1578 lux ind	TcdB inh	CCHFV vOTU inh	DUSP3 inh	PriA SSB inh
O=C1NC(=O)N(c2cccc(Br)c2)C(=O)/C1=C/c1ccsc1	-2	10	-0.4	0.4	0	-1.3	-1.3	0	16	-2
CCOC(=O)CSc1ccc2nnc(CCNS(=O)(=O)c3ccc(C)cc3)n2n1	2	2	-0.1	0.2	7	i	.	5	-6	-8
Cc1ccc(C)c(S(=O)(=O)NCc2ccc(C(=O)NCc3ccccn3)cc2)c1	-2	6	0.0	0.2	-1	-3.0	.	14	13	10
O=C(c1c(F)cccc1Cl)N(Cc1ccco1)C1CCS(=O)(=O)C1 (stereo unspecified)	0	.	.	-0.5	7	-0.5	-0.9	5	.	.
CCCCn1c(CNC(=O)C23CC4CC(CC(C4)C2)C3)nnc1SC(C)CC (stereo unspecified)	0	1	1.0	0.2	22	-7.0	.	2	48	-1
C/C(CCc1ccccc1)=N\NC(=O)C1C2CCCCC21 (stereo unspecified)	-2	3	1.0	0.3	-1	i	11*	8	-11	.
O=C(Nc1cccc2ccccc12)OC1C=CS(=O)(=O)C1 (stereo unspecified)	0	5	0.9	-0.1	-3	-6.2	.	4	9	-7
CC(C)[C@H](NC(=O)[C@@H]1CSC2c3ccccc3C(=O)N21)C(=O)NC1CCCC1 (stereo partly specified)	.	-1	-0.5	.	-8	-2.6	-0.7	13	-20	-10
COCCCNC(=O)/C(C#N)=C/c1c(N2CCCCCC2)nc2ccccn2c1=O	22	-4	-0.3	0.3	9	i	-0.1	-115	.	-6
COc1cc(C2CC(=O)OC3=C2C(=O)CC(C)(C)C3)cc(OC)c1OC (stereo unspecified)	0	-3	1.0	0.4	-1	0.9	2.5	2	9	15
COc1ccc(C2c3c(oc4ccccc4c3=O)C(=O)N2CCN2CCOCC2)cc1OC (stereo unspecified)	-1	.	-1.6	-0.1	0	i	1.3	-10	.	2
S=C(NCCN1CCOCC1)C(=S)NCCN1CCOCC1	-1	.	-2.0	-0.4	-3	i	0.8	1	.	-14
COc1ccccc1NC(=O)c1ccc(-n2ccnc2)c([N+](=O)[O-])c1	8	0	-0.7	-0.8	0	-0.6	-0.4	13	-6	2
NC(=O)C1CCN(C(=O)NC(=O)c2ccccc2)CC1	-4	3	2.9	-0.4	1	i	0.1	6	4	-10&-11
CC1CC(C)CN(C(=O)c2cc3c(s2)CCC3)C1 (stereo unspecified)	-6	4	-1.1	-0.6	13	3.1	.	7	12	5
CC(Oc1ccc(Cl)cc1)C(=O)Nc1ccc(S(=O)(=O)N2CCOCC2)cc1 (stereo unspecified)	4	-1	-0.8	-3.5	16	-0.7	-1.5	-1	12	-4
O=C(COc1ccc(Cl)cc1Cl)NCCN1CCCC1	-11	.	.	-0.2	-6	-5.9	2.3	-2	.	.
COc1ccc(N/C=C\C(=O)c2ccc(C)cc2)cc1OC	-4	5	1.1	-0.4	6	-0.1	0.6	6	-6	-11
S=C(NCCc1ccccc1)NC1CC1	-1	-3	-2.0	-1.0	0	i	3.8	-1	4	7
Oc1ccc(Br)cc1/C=N/NC(=S)NCCc1ccccc1	-3	2	10	-1.5	1	-0.1	1.0	19	21	.
O=C(Nc1nnc(SCc2ccccc2)s1)c1cccs1	-2	-4	1.5	-0.1	6	i	.	17	13	-8
COC(=O)/C=C/S(=O)(=O)c1ccc(NC(C)=O)cc1	-1	-1	4.9	1.8	-2	i	.	-1	33	-16
C=Cc1ccc(Cn2c(C(=O)O)c(C=O)c3ccccc32)cc1	2	4	-0.7	0.3	0	-0.4	0.1	8	25	2
Fc1cc(Cl)cc2ccc(-c3ccccc3)nc12	0	.	.	-0.1	.	.	0.4	6	.	.
CCNC(=O)Cn1cnc2c1c(=O)n(C)c(=O)n2C	1	2	1.4	0.9	8	.	.	13	-1	-2
CC(C)C(NC(=O)c1ccccc1F)C(=O)Nc1ccc2c(c1)OCO2 (stereo unspecified)	6	0	-1.4	0.9	-4	i	0.5	4	13	5
CCn1cc(-c2ccccc2)c(C(=O)O)c1-c1ccc(OC)cc1	-3	.	0.7	-0.1	-3	i	-1.9	-2	.	-13
NS(=O)(=O)c1ccc(NC2=CC(c3ccc(F)cc3)N(c3ccc(S(N)(=O)=O)cc3)C2=O)cc1 (stereo unspecified)	-2	5	-1.9	1.1	-3	-0.1	-0.8	-4	16	2
COc1ccc(N(CC(=O)NCCC2=CCCCC2)S(=O)(=O)c2ccc(C)cc2)cc1OC	-4	6	0.0	-0.4	2	-0.3	2.6	1	31	-2
CCOC(=O)/C(C(=O)Nc1ccc(Br)cc1)=C1/NC(C)(C)Cc2ccccc21	0	-1	-1.3	-1.3	6	-0.3	0.5	-4	4	.

Only part of the results is shown; count on the stated rates, not on these rows.
